Assay outcomes (PubChem BioAssay)
Cycloheximide cs: affects cycloheximide protein synthesis inhibition readout, counter-screen. max response, %. cell reporter, cycloheximide protein synthesis inhibition counterscreen. 300,000 tested, 12% active. AID 2314; in the data active = max response mostly above about 13%, no sharp cut-off; inactive = mostly below about 14%; note: read at 38.3 µM for the half of the compounds with a filed dose; 0% is about no effect
Pf growth 96h: P. falciparum growth inhibition at 96 hour, primary screen for plastid delayed-death inhibitors; P. falciparum luciferase reporter growth, 96 h; Potency, µM (highest dose often 28.7 µM), inactives show top-dose activity change, negative = inhibition, usual class: inhibitors; 320,000 tested, 6.9% active; AID 504834; note: potency is the fitted concentration of half-maximal effect; % is set by controls: 0 for no effect and ±100 for the full control effect
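Luminescence readout: decreased luciferase signal marks inhibited growth of reporter-expressing P. falciparum in infected red cells (2% hematocrit, 0.05% parasitemia final), exposed to compound two generations (96 h, 37 C, 5% CO2).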
Pf growth 48h: P. falciparum growth inhibition at 48 hours (one generation). 310,000 tested, 5.9% active. Potency, µM (titrated, usually from 28.7 µM), for the others: at the top dose activity change, negative = inhibition, hits mostly inhibitors. P. falciparum luciferase growth in erythrocytes, 48 h; note: potency is the fitted concentration of half-maximal effect; % is set by controls: 0 for no effect and ±100 for the full control effect
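Parasite viability was followed by luminescence of a genomically integrated firefly luciferase. Cultures held 0.1% parasitemia at 2% hematocrit (final), incubated under 5% CO2 at 37 C.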
Shiga toxin inh: Shiga toxin inhibition | Vero cells, Shiga toxin protein synthesis inhibition reporter | inhibition, % at 38.7 µM | 290,000 tested, 9.2% active; in the data active = inhibition mostly above about 28%, no sharp cut-off; inactive = mostly below about 43%; note: 0% is about no effect
AmpC no deterg: inhibitors of E. coli AmpC beta-lactamase without detergent; P00811; AmpC nitrocefin hydrolysis, absorbance 480 nm, 0.0001% Triton; Potency, µM (series often up to 57.1 µM), for inactives: at the highest dose activity change, negative = inhibition, most hits filed as inhibitors; 330,000 tested, 0.52% active; AID 485341;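 note: potency is the fitted concentration of half-maximal effect; plate controls were no compound for no effect and no enzyme for full effect; nearly all actives have a fitted effect of over 20% in size; some results filed as inactive show a strong effect at the top dose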
Target sequence (P00811 whole entry, looked up): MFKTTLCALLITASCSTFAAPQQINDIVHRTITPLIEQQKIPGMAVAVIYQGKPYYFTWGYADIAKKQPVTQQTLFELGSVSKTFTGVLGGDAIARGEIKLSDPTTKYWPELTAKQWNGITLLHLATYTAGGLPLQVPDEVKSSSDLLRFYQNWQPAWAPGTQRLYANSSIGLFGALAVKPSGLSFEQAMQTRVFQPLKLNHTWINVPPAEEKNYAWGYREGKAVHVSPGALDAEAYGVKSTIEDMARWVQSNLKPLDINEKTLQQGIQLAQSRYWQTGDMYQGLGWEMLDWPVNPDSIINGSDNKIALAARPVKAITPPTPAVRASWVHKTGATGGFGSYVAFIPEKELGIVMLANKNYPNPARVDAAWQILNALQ
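AmpC (5.3 nM in the dispensed reagent) in 20 mM phosphate pH 7.0 with 0.01% (detergent screen) or 0.0001% Triton X-100 was preincubated with compounds for 15 min at room temperature. Nitrocefin was then added from an 800 uM solution, and hydrolysis was followed at 480 nm.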
LmPK inhibitor: inhibitors of Leishmania mexicana pyruvate kinase | Q27686 | purified LmPK, Kinase-Glo ATP luminescence, 1 h | Potency, µM (titrated, usually from 57.5 µM), without a hit: at the top dose activity change, negative = inhibition, most hits filed as inhibitors | 290,000 tested, 0.37% active | AID 1721; note: potency is the fitted concentration of half-maximal effect; % is set by controls: 0 for no effect and ±100 for the full control effect
Target sequence (Q27686 whole entry, looked up): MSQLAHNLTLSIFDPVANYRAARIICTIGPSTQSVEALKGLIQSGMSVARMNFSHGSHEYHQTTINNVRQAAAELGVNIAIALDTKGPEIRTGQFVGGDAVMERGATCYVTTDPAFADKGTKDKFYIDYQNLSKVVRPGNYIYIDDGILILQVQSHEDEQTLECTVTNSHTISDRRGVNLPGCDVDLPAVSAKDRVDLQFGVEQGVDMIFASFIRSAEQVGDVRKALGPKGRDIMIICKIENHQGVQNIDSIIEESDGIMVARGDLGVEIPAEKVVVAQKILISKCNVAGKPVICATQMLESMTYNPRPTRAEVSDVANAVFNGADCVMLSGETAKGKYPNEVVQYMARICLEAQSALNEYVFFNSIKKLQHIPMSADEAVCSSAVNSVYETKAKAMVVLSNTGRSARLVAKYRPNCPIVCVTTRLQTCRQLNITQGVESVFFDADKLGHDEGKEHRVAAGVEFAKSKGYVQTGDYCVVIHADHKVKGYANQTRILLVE
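Purified LmPK (0.1 nM) converted ADP (0.1 mM) to ATP with PEP (0.5 mM) in imidazole buffer pH 7.2 with KCl and MgCl2, 1 h at room temperature. ATP was read by Kinase-Glo luminescence; data normalized to uninhibited and no-enzyme controls.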
TbPYK inhibitor: blocks Trypanosoma brucei pyruvate kinase; Potency, µM (highest dose often 76.8 µM), for the others: at the top dose activity, negative = inhibition, most hits filed as inhibitors; TbPYK enzyme, Kinase-Glo Plus ATP luminescence, 45 min; 410,000 tested, 0.12% active; Q57TT1; note: potency is the fitted concentration of half-maximal effect; % is set by controls: 0 for no effect and ±100 for the full control effect; nearly all actives have a fitted effect of over 50% in size
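In this concentration-response screen, enzyme-free wells defined baseline while DMSO plates tracked drift. Each reaction combined TbPYK, substrate, compound and 130 uM ADP for 45 min at room temperature. Kinase-Glo Plus luminescence gave the signal.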
* marks the source's active call; other numbers are inactive results; ? = inconclusive; / = no result given; & = joins results of further samples; [ ] = dose if it differs, or a comment. Unless noted, calls come from the whole dose curve; as a rule, active = well fitted curve in the direction sought with a large enough effect; inconclusive = small, poorly fitted or top-dose-only effect, or another doubt; inactive = no such curve, though single readings can be large; an effect the other way counts as inactive or inconclusive.

#1 Cc1ccc(C2=N/C(=C\c3ccc(F)cc3)C(=O)N2)cc1
#2 COc1ccc(/C=C2\S/C(=N/S(=O)(=O)c3cccs3)NC2=O)cc1
#3 CC(CC(=O)N1CCN(c2ccccc2)CC1)S(=O)(=O)c1ccc2c(c1)NC(=O)CS2 (stereo not drawn)
#4 CN(C)/C(=N\S(=O)(=O)c1ccccc1)c1ccccc1
#5 COc1ccc(N2CC(NC(=O)NC(C)(C)C)CC2=O)cc1 (stereo not drawn)
#6 CSC1=NCCCN1C(=O)c1c(-c2ccccc2Cl)noc1C
#7 CCCNS(=O)(=O)c1ccc(CCC(=O)N2CCN(c3ccc(OC)cc3)CC2)cc1
#8 O=C(/C=C/c1ccc(-c2ccccc2[N+](=O)[O-])o1)c1ccc(F)cc1
#9 CC(C)(C)C1CCc2onc(C(=O)Nc3cnn(Cc4ccc(F)cc4)c3)c2C1 (stereo not drawn)
#10 COc1cc(OC)c(C(=O)OCC(=O)Nc2c(C)n(C)n(-c3ccccc3)c2=O)cc1OC
entry no.,1,2,3,4,5,6,7,8,9,10
Cycloheximide cs,/,-2,1,-7,-2,-2,10,43*,-3,/
Pf growth 96h,-23%,11%,?,0%,22%,-15%,?,6%,2%,?
Pf growth 48h,-3%,-4%,?,25%,14%,?,/,7%,-8%,3%
Shiga toxin inh,/,-5,2,-8,-14,5,9,64*,-13,/
AmpC no deterg,-16%,-46%,15%,-10%,-11%,0%,61%[activator],-40%,1%,-8%
LmPK inhibitor,/,-1%,-2%,3%,2%,2%,4%,1%,7%,/
TbPYK inhibitor,-1%,-4%,-5%,-3%,-3%,-5%,-3%,-1%,-4%,-13%

#11 CC(=O)Nc1ccc(NS(=O)(=O)c2cn(C)c(=O)n(C)c2=O)cc1
#12 CC(=O)Oc1ccc(C(=O)NCc2ccc3c(c2)OCO3)cc1
#13 COc1cc(-c2nc(CN(C)C(C)c3ccncn3)c(C)o2)ccc1F (stereo not drawn)
#14 CC/C(=N\NC(C)=O)c1ccc(OC(F)F)cc1
#15 CN(CC1CCOCC1)C(=O)CC1C(=O)NCCN1Cc1cccc(Oc2ccccc2)c1 (stereo not drawn)
#16 Cc1ccc(S(=O)(=O)N2CCC(O)(c3cccnc3)CC2)cc1
#17 Cc1cccc(-c2nc(C#N)c(N3CCCCCC3)o2)c1
#18 CC1=C(C(N)=O)C(c2ccc(Cl)cc2)n2nc(CCCO)nc2N1 (stereo not drawn)
#19 COc1cccc(CNC(=O)CCc2nnc(C3CCCCC3)o2)c1
#20 CC(Cc1ccccc1)NC(=O)C1(c2ccccc2)CCOCC1 (stereo not drawn)
entry no.,11,12,13,14,15,16,17,18,19,20
Cycloheximide cs,-2,-3,-3,8,-2,-3,28*,-3,7,0
Pf growth 96h,10%,-19%,34%[activator],0%,?,5%,/,?,4%,/
Pf growth 48h,-17%,12%,?,8%,?,/,11%,9%,10%,3%
Shiga toxin inh,14,-5,-4,-15,-2,9,70*,-5,5,13
AmpC no deterg,-4%,-11%,22%,-14%,156%[activator],4%,-9%,-12%,3%,-9%
LmPK inhibitor,4%,-3%,2%,5%,3%,1%,-13%,4%,0%,0%
TbPYK inhibitor,5%,2%,-5%,/,0%,-14%,1%,1%,-3%,-6%

#21 O=C1CCC(c2ccc(-n3ccnc3)cc2)=NN1
#22 O=C1CCC(c2ccccc2)=NN1
#23 COc1ccc(C2C(CC(=O)O)=C(O)C(=O)N2c2ccccc2)cc1 (stereo not drawn)
#24 CCOc1ccc(-c2cc(CCCC(=O)NCc3ccco3)no2)cc1
#25 CC(C)CC(=O)CC1(O)C(=O)Nc2ccccc21 (stereo not drawn)
#26 O=C(COC(=O)Cc1ccccc1F)Nc1ccc2c(c1)OCO2
#27 Cc1cccn2c(CNCCCOc3cccnc3)c(C(=O)N3CCOCC3)nc12
#28 COc1cccc(CNC(=O)Cn2nc(-c3ccc(Cl)cc3)ccc2=O)c1
#29 O=C(c1ccc(Cl)cc1)N1CCN(c2cccc3[nH]ccc23)CC1
#30 Cc1ccccc1-c1nnc(SCC(=O)N(C)c2c(N)n(Cc3ccccc3)c(=O)[nH]c2=O)n1C
entry no.,21,22,23,24,25,26,27,28,29,30
Cycloheximide cs,/,6,28*,16,-5,6,0,-5,-3,/
Pf growth 96h,-10%,?,?,0%,5%,9%,?,-18%,?,-2%
Pf growth 48h,-3%,31%[activator],14%,2%,0%,?,5%,?,?,0%
Shiga toxin inh,/,25,38*,15,4,-5,5,-8,-9,/
AmpC no deterg,/,-12%,-22%,-5%,-18%,-49%,4%,84%[activator],-13%,?
LmPK inhibitor,/,1%,2%,-1%,-1%,1%,-3%,4%,-3%,/
TbPYK inhibitor,-6%&-9%,-18%,-2%,-1%,5%,-7%,-3%,-3%&-20%,-1%,2%

Quoted at random: three records from the list.
#30 Cc1ccccc1-c1nnc(SCC(=O)N(C)c2c(N)n(Cc3ccccc3)c(=O)[nH]c2=O)n1C
#25 CC(C)CC(=O)CC1(O)C(=O)Nc2ccccc21 (stereo not drawn)
#12 CC(=O)Oc1ccc(C(=O)NCc2ccc3c(c2)OCO3)cc1
entry no.,30,25,12
Cycloheximide cs,/,-5,-3
Pf growth 96h,-2%,5%,-19%
Pf growth 48h,0%,0%,12%
Shiga toxin inh,/,4,-5
AmpC no deterg,?,-18%,-11%
LmPK inhibitor,/,-1%,-3%
TbPYK inhibitor,2%,5%,2%

Continued:
#31 COc1cc(NC(=O)c2cccs2)c(C(=O)OCC(=O)c2cc(C)n(-c3ccccc3)c2C)cc1OC
#32 O=C(Cc1csc(NC(=O)c2ccccc2)n1)NO
#33 Cc1cc(C)n2c(SCc3ccc(C#N)cc3)nnc2n1
#34 NC(=O)CSc1nnc(C2CC2)n1Cc1ccccc1
#35 CCCCN(CC)C(=S)Nc1ccc2nc3n(c(=O)c2c1)CCCCC3
#36 CCc1ccc(/C=N/NC(=O)c2cc(C3CC3)nc3ccccc23)s1
#37 Cc1ccccc1OCC(=O)Nc1ccc2c(c1)C(=O)c1ccccc1C2=O
#38 NCC[C@H](O)C(=O)N[C@H]1C[C@@H](N)[C@@H](O[C@H]2O[C@@H](CN)[C@@H](O)[C@@H](O)[C@@H]2N)[C@@H](O[C@H]2O[C@@H](CO)[C@@H](O)[C@@H]2O)[C@@H]1O
#39 CCOC(=O)C1CCCN(C(=O)c2cccc(S(=O)(=O)N(C)c3ccc(OC)cc3)c2)C1 (stereo not drawn)
#40 O=C(c1cc(Cl)nc2ccccc12)N1CCN(S(=O)(=O)c2ccccc2[N+](=O)[O-])CC1
entry no.,31,32,33,34,35,36,37,38,39,40
Cycloheximide cs,43*,8,0,-3,-3,-3,23*,/,/,-3
Pf growth 96h,?,?,35%[activator],57%[activator],18%,?,43%[activator],7%[12.8 µM],51%[activator],?
Pf growth 48h,?,?,?,?,22%,/,26%,6%[12.8 µM],?,?
Shiga toxin inh,66*,-1,28,-2,-18,2,38*,/,/,2
AmpC no deterg,-21%,-9%,-7%,-13%,16%,-3%,-23%,/,120%[activator],24%
LmPK inhibitor,-6%,2%,-2%,-3%,1%,-1%,-1%,/,/,0%
TbPYK inhibitor,2%,6%,10%,0%,8%,-6%,3%,0%[33.2 µM],-6%,-6%

#41 COC(=O)C1=C(c2ccccc2OCc2ccccc2)C[C@@H]2CC[C@H]1N2C(=O)NCc1ccc(F)cc1
#42 COC(=O)CSC(=S)N1C(C)CCCC1C (stereo not drawn)
#43 COc1cccc(/C=C2\SC(=S)N(CCCC(=O)Nc3ccc(C(=O)O)cc3)C2=O)c1
#44 O=C1CCCN1c1ccc(S(=O)(=O)NCc2ccc(F)cc2)cc1
#45 CC(NCC(=O)Nc1ccccc1C(=O)NC1CC1)c1ccccc1Cl (stereo not drawn)
#46 Cc1ccc(N2CCN(S(=O)(=O)N(C)C)CC2)cc1C
#47 Cc1ccc(C(=O)N2CCN(c3cc4c(cc3[N+](=O)[O-])n(C)c(=O)n4C)CC2)cc1
#48 Cn1c(OCc2cccnc2)nc2c1c(=O)n(Cc1ccc(F)cc1)c(=O)n2C
#49 CCOc1ccc(-c2c(=O)n(OCc3ccc([N+](=O)[O-])cc3)c3ccccc3[n+]2[O-])cc1
#50 Cc1cc(C)cc(OCC(=O)N2CCCCCC2)c1
entry no.,41,42,43,44,45,46,47,48,49,50
Cycloheximide cs,/,-2,17,12,/,10,10,-3,10,1
Pf growth 96h,?,0%,8.3µM*,?,?,6%,?,?,12µM*,/
Pf growth 48h,9.3µM*,-20%,?,21%,9.3µM*,32%,-8%,?,40%[activator],25%
Shiga toxin inh,/,-14,11,-9,/,-5,-4,7,13,41
AmpC no deterg,-22%,-12%,-44%,-13%,-14%,18%,1%,0%,-21%,4%
LmPK inhibitor,/,1%,-6%,4%,/,5%,1%,1%,0%,6%
TbPYK inhibitor,-8%,2%,1%,1%,1%,-10%,-7%,0%,/,4%

#51 CCC(C)NC(=O)C1CCC(CNS(=O)(=O)c2ccccc2)CC1 (stereo not drawn)
#52 Cc1ccc(-c2nnc(Cc3ccc(Cl)cc3)o2)cc1
#53 COc1ccc(C(c2nnnn2C2CCCC2)N2CCC(C)CC2)cc1 (stereo not drawn)
#54 O=C(O)CCC(=O)N1CCN(S(=O)(=O)c2ccc3ccccc3c2)CC1
#55 COc1ccccc1C(=O)NC(CCSC)C(=O)N1CCC(Cc2ccccc2)CC1 (stereo not drawn)
#56 Cc1nc(N)ncc1C(=O)Nc1ccccc1
#57 CCCCn1c(N)c(N(CC(C)C)C(=O)c2cc(S(=O)(=O)N3CCCCC3)ccc2C)c(=O)[nH]c1=O
#58 CC(=O)c1cnc2c(-c3cccc(Br)c3)cnn2c1C
#59 CC1CCC2(CC1)NC(=O)N(CC(=O)Nc1ccc3c(c1)OCCO3)C2=O (stereo not drawn)
#60 O=C(CNC(=S)N(CCCN1CCOCC1)Cc1cccs1)NC1CCCCCCC1
#61 COc1ccc(C(=O)N2CCCC(c3nc(-c4ccc(C)o4)no3)C2)cc1OC (stereo not drawn)
entry no.,51,52,53,54,55,56,57,58,59,60,61
Cycloheximide cs,-3,29,12,-6,/,-5,/,-2,41*,-4,7
Pf growth 96h,0%,-6%,-7%,8%,?,90%[activator],12%,?,181%[activator],?,3%
Pf growth 48h,5%,/,?,40%[activator],15µM*,32%[activator],6%,19%,120%[activator],?,-5%
Shiga toxin inh,-3,39,33,-5,/,-5,/,41,71*,-6,26
AmpC no deterg,2%,0%,21%,-10%,42%,-20%,-15%,0%,-27%,192%[activator],47%
LmPK inhibitor,0%,8%,0%,-1%,/,-3%,/,1%,2%,1%,-4%
TbPYK inhibitor,-4%,1%,2%,2%,1%,-2%,0%,-1%,4%,4%,2%

The order is random. Share with any hit: about 22%.
